# Source: PubChem
# DSG3 Ab inh: human desmoglein-3 autoantibody binding inhibition. P32926. DSG3-coupled beads, scFv-anti-DSG3-GFP binding, flow cytometry; active compounds read low. binding (percent of control), % at 10 µM. 310,000 compounds, 0.48% hits;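 active means binding more than 3 SD below its plate's average and above zero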;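 further: hits lower antibody fragment binding to DSG3; some compounds called inactive have numbers as strong as hits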
# phage Ecoli inh: E. coli growth loss with phage present; inhibition, % at 11.9 µM; 360,000 compounds, 0.26% hits; AID 651602; growth absorbance; in the data active means inhibition above about 11%
# AddAB inh: less growth of phage-infected E. coli with AddAB | E. coli expressing H. pylori AddAB, absorbance growth | inhibition, % at 11.9 µM | 330,000 compounds, 0.29% hits | AID 435030; in the data active means inhibition above about 12%;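 further: 0% = vehicle wells of infected cells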
# PfHsp90 yeast 2: growth inhibition of yeast expressing Plasmodium Hsp90. S. cerevisiae expressing PfHsp90, BacTiter-Glo ATP, 48 h; yeast lacking PDR1 and PDR3 efflux regulators. inhibition, % at 9.4 µM. 310,000 compounds, 0.32% hits;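 active means every replicate shows inhibition above about 80%, whatever the replicate mean, limit read from the data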;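 further: 0% = DMSO neutral controls and 100% = 20 µM radicicol positive controls; yeast relying on Plasmodium falciparum Hsp90 in place of its own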
# MOR-DOR ag: OPRM1-OPRD1 heterodimerization agonism | activation, % at 9.3 µM | P35372+P41143 | AID 504326 | 340,000 compounds, 0.3% hits | cells, luminescence; in the data active means activation above about 18%;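 further: 0% = vehicle-treated cells and 100% = reference agonist; values of inactives mirror those of a sister screen read the other way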
# Target sequence (P35372 whole entry, looked up): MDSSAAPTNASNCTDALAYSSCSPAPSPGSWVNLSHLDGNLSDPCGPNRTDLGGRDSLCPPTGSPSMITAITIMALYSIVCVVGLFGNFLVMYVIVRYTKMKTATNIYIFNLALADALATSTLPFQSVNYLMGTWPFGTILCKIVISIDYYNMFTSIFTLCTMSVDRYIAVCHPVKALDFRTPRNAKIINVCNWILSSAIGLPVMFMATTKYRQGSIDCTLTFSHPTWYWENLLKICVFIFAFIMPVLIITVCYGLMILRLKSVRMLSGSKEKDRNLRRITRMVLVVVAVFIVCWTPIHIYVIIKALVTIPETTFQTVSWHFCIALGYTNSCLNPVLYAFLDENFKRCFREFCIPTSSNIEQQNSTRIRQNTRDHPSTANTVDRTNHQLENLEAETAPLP
# Target sequence (P41143 whole entry, looked up): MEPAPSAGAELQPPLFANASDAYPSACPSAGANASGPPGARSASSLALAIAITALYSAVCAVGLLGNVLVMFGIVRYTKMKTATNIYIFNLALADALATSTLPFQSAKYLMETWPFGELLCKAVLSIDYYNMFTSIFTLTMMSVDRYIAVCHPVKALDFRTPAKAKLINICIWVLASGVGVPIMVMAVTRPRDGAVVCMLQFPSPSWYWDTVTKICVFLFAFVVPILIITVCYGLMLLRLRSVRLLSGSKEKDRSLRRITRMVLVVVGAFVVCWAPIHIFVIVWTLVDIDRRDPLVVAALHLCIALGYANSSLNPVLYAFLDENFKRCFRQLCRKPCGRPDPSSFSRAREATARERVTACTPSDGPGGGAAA
# HTR5A inv ag: counter-screen for OPRM1-OPRD1 inverse agonists: human HTR5A inverse agonism | inhibition, % at 9.3 µM | HTR5A cell line, luminescence | 340,000 compounds, 0.083% hits | AID 504634; in the data active means inhibition mostly above about 23%, no sharp cut-off; inactive means mostly below about 18%;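 further: 0% = cells with DMSO and 100% = no-cell wells with DMSO; some compounds called inactive have numbers as strong as hits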
# OPRM1-OPRD1 inv: mu-delta opioid heterodimer inverse agonism; P35372+P41143; cell-based MOR-DOR heterodimer luminescence; inhibition, % at 9.3 µM; 340,000 compounds, 0.21% hits; in the data active means inhibition above about 22%, passing the limit was not always enough;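 further: 0% = cells with DMSO and 100% = wells without cells with DMSO; values of inactives mirror those of a sister screen read the other way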
# SUMO Mot1 rescue: inhibitors of SUMOylation pathway: yeast Mot1-301 growth rescue; S. cerevisiae Mot1-301 growth rescue, ATP luminescence, 38.5C; percent above DMSO median, 100 means doubled; growth rescue, % at 18.8 µM; 320,000 compounds, 1% hits; AID 2716;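 active means every valid replicate shows activation above 250% relative to neutral control wells; inactive means the rest, any valid replicate at or below 250%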;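 further: OY570 slx delta 5 strain wells were the positive control but not used for scaling; some compounds called inactive have numbers as strong as hits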
# PKA-R1A act: activators of PKA-R1A complex. P00514+P68181. activation, % at 11.4 µM. PKA-R1A dissociation, Cy5-IP20 fluorescence polarization; scaled: DMSO 0%, 113 µM cGMP 100%. 340,000 compounds, 0.083% hits;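 active means percent activation above the mean of all tested compounds plus 3 SD, cut at about 19% in these data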;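 further: higher means more PKAc released from R1A so a rise in polarization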
# Ecoli viability: counter-screen for AddAB inhibitors: E. coli growth inhibition | E. coli V3065 growth, OD600 absorbance, 18 h | inhibition, % at 11.9 µM | 330,000 compounds, 0.27% hits;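 active means inhibition above the campaign's mean inhibition across all tested compounds plus 3 SD, cut at about 9.9% in these data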;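 further: uninfected addAB+ strain grown without phage in ampicillin broth; 0% = DMSO wells and 100% = ciprofloxacin 0.95 µg/ml wells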
# HTR5A ag ctr: counter-screen for OPRM1-OPRD1 agonists: human HTR5A agonism. P47898. HTR5A agonist assay, luminescence, cell-based. activation, % at 9.3 µM. 340,000 compounds, 0.61% hits. AID 504692; in the data active means activation mostly above about 9.5%, no sharp cut-off; inactive means mostly below about 7.6%;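 further: 0% = cells with vehicle only and 100% = reference agonist; strong numbers were not always called active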
# An asterisk follows results filed as active; nt = not tested or not shown.
# Fields: SUMO Mot1 rescue	DSG3 Ab inh	PfHsp90 yeast 2	HTR5A ag ctr	PKA-R1A act	OPRM1-OPRD1 inv	MOR-DOR ag	HTR5A inv ag	AddAB inh	phage Ecoli inh	Ecoli viability
> O=C(Nc1ccccc1Cl)N1CCN(C/C=C/c2ccccc2)CC1
→ 21	111	-1	8	-13	-5	1.0	-24	2.6	2.2	1.6
> Cc1ccc2c(c1)C1(OCCCO1)C(=O)N2CC(=O)NN
→ -3	110	nt	nt	nt	nt	nt	nt	-2.3	0.5	-1.1
> COc1ccc(CNC(=O)c2c(C)nc3ccccn23)cc1
→ 4	nt	21	-3	-2	7	-1.1	-3	3.9	1.2	-1.8
> Cc1ccc(S(=O)(=O)N(C)CC(=O)N2CCN(Cc3ccccc3)CC2)cc1
→ 18	101	-4	-2	3	6	-1.1	-35	nt	1.4	nt
> Cc1ccc2nc(CNC(=O)C3CCC(=O)N(Cc4ccccc4F)C3)cn2c1 (centres undefined)
→ -2	97	-23	4	-3	10	-1.9	14	nt	0.9	nt
> O=c1c(C(c2ccc(F)cc2)c2c(O)nc3n(c2=O)CCS3)c(O)nc2n1CCS2
→ -7	nt	1	1	3	3	-0.6	-34	0.4	-1.5	-0.8
> Cc1ccc(S(=O)(=O)N2CCN(Cc3cc(=O)n4ccccc4n3)CC2)cc1C
→ 2	nt	-8	3	18	16	-4.2	-8	1.2	1.9	1.4
> C[C@@H]1C(c2ccccc2)=NN(c2ccccc2)[C@H]1C(=O)N1CCOC1=O
→ nt	95	5	2	1	7	-1.5	-9	1.2	-0.5	0.5
> COc1ccc(COc2ccc3c(C)cc(=O)oc3c2)cc1
→ 6	106	-2	0	-7	4	-0.9	-18	3.1	-0.5	2.5
> CC(=O)c1ccc(NC(=O)CN2CCOCC2)cc1
→ 100	99	5	-1	-5	5	-1.2	5	0.7	3.5	-2.3
> C/C=C\C=C/C(=O)Nc1cccc(C2=NOC3(C2)C[C@@H](C(N)=O)N(C(=O)/C=C/C=C\C)C3)c1 (some centres undefined)
→ -18	68*	0	-2	9	0	0.0	-20	1.1	nt	0.9
> COC(=O)c1ccccc1NC(=O)C1CCN(C(=O)c2ccc(OC)cc2)CC1
→ -2	98	5	2	-7	7	-1.5	-6	-3.0	2.0	0.7
> O=S(=O)(c1ccccc1)N1CCN(c2ncnc3sc(-c4ccccc4)cc23)CC1
→ nt	102	42	-1	-5	12	-2.2	-20	nt	2.2	nt
> Cc1cc(C(C)(C)C)n2nc(C)c(-c3ccccc3)c2n1
→ -23	111	-7	3	3	8	-1.7	-9	1.2	1.1	-4.0
> Cc1nc2cc(-c3ccccc3)nn2c(C)c1CCC(=O)NCc1ccco1
→ 0	96	-7	0	-5	19	-3.7	1	-0.2	2.5	-3.4
> COc1ccc(C)cc1S(=O)(=O)N1CCN(S(=O)(=O)c2cc(C(=O)O)ccc2C)CC1
→ -23	116	-14	-1	-5	4	-0.8	5	3.0	-0.5	1.1
> CCOc1ccc(NC(=O)CSc2nc3nc(C)cc(C)n3n2)cc1
→ 7	109	3	7	0	12	-3.0	-17	3.2	1.7	-0.7
> Cc1nc2c([nH]1)C1(CCN(Cc3ccccc3)CC1)C(C#N)=C(N)O2
→ 2	nt	12	-1	-2	9	-2.1	2	1.9	-0.6	0.7
> COc1ccc(C(=O)CSc2nnc(-c3ccco3)c(-c3ccco3)n2)cc1
→ nt	96	18	-2	1	-5	0.7	24	nt	4.7	nt
> CCC(=O)Nc1ccc(F)c(Cl)c1
→ 0	107	9	-1	-7	9	-1.8	4	1.3	2.9	0.2
> CCOc1ccccc1N(C)C(=O)Cn1ncc2c([nH]c3ccc(C)cc32)c1=O
→ -4	97	-2	3	-4	-6	1.1	-3	-2.0	-1.0	-3.0
> N#Cc1cccc(NC(=O)C2CCCN(C(=O)c3ccc(Cl)cc3)C2)c1 (centres undefined)
→ 3	nt	-11	2	0	3	-0.7	6	0.3	4.1	-0.2
> O=C(NCc1cccs1)C1CCN(S(=O)(=O)c2ccc(Br)s2)CC1
→ 5	103	nt	-3	3	8	-1.7	6	-0.2	2.3	-2.6
> O=C(NCCc1ccccc1)c1nc2c(nnn2Cc2ccccc2Cl)c(=O)[nH]1
→ 4	100	-3	-2	-18	-2	0.4	-2	1.9	1.3	1.3
> Cc1cc(NC(=O)CN2CCN(C)CC2)no1
→ -7	101	-6	3	-4	14	-2.8	1	2.5	2.8	0.0
> O=C1CC[C@@H]2CC3(C[C@@H]4CCN1[C@H]24)Nc1cc([N+](=O)[O-])ccc1NC3=NC1CCCCC1 (some centres undefined)
→ nt	105	-19	-6	0	19	-3.4	-12	nt	3.1	nt
> O=C(NCc1ccco1)c1n[nH]c(=O)c2ccccc12
→ 23	104	8	0	-7	22	-4.1	-1	4.2	0.6	5.1
> CCN(CC)c1cc(Oc2ccccc2)ncn1
→ 81	97	-5	5	-9	13	-2.5	4	0.0	1.6	2.7
> CCc1ccccc1NC(=O)CN(C)C(=O)COC(=O)c1c(Cl)cccc1Cl
→ nt	110	-3	5	-2	-14	2.1	-4	nt	1.6	nt
> O=c1[nH]c2ccc(NC(=S)Nc3ccccc3Cl)cc2[nH]1
→ -15	108	1	5	-11	7	-1.6	-12	3.4	1.0	1.0

# Taken from above:
# For DSG3 Ab inh, CCN(CC)c1cc(Oc2ccccc2)ncn1 has the entry 97
# For DSG3 Ab inh, CCc1ccccc1NC(=O)CN(C)C(=O)COC(=O)c1c(Cl)cccc1Cl has the entry 110
# For DSG3 Ab inh, CCOc1ccccc1N(C)C(=O)Cn1ncc2c([nH]c3ccc(C)cc32)c1=O has the entry 97
# For PfHsp90 yeast 2, N#Cc1cccc(NC(=O)C2CCCN(C(=O)c3ccc(Cl)cc3)C2)c1 (centres undefined) has the entry -11
# For PfHsp90 yeast 2, O=C(NCc1ccco1)c1n[nH]c(=O)c2ccccc12 has the entry 8
# For DSG3 Ab inh, O=C(NCc1cccs1)C1CCN(S(=O)(=O)c2ccc(Br)s2)CC1 has the entry 103

# (further entries)
# Fields: SUMO Mot1 rescue	DSG3 Ab inh	PfHsp90 yeast 2	HTR5A ag ctr	PKA-R1A act	OPRM1-OPRD1 inv	MOR-DOR ag	HTR5A inv ag	AddAB inh	phage Ecoli inh	Ecoli viability
> CCOC(=O)c1ccc(NC(=O)Cn2cnc3cc(C)c(C)cc32)cc1
→ -4	103	7	nt	-1	nt	nt	nt	21*	19*	17*
> Cc1cc(C(=O)CCC(=O)Nc2ncccc2O)c(C)s1
→ -17	101	-18	0	7	-36	5.7	-18	-0.8	3.2	0.8
> O=C(CCc1ccccc1)NC(=S)NCc1ccco1
→ 18	119	nt	-1	8	-1	0.1	2	0.2	1.6	-0.3
> COc1ccc(CCNC(=O)c2c(C)nn(CC(C)C)c2Cl)cc1OC
→ 98	120	-6	-3	-6	6	-1.1	-15	nt	-2.5	nt
> COc1ccc(CCCc2nnc(SCC(=O)Nc3nccs3)n2C)cc1C
→ -7	nt	2	2	-10	12	-1.9	6	-2.4	-0.3	0.2
> O=C(COC(=O)CCC(=O)c1cccs1)NCc1ccco1
→ nt	118	-10	1	6	18	-3.2	9	nt	2.8	nt
> Cc1ccc2c(=O)c(CN3CCCCCC3)c(C)[nH]c2c1C
→ 120	104	-30	-2	1	2	-0.4	6	6.8	2.3	3.3
> CC(=O)C1=C(O)C(=O)N(c2ccc(O)cc2)C1c1ccccc1Cl (centres undefined)
→ 5	108	-12	0	-2	12	-2.3	6	0.1	2.9	-1.4
> O=C(N/C(=C\c1ccco1)C(=O)N1CCOCC1)c1ccccc1Cl
→ -7	92	0	-5	-1	8	-1.2	1	4.9	-4.4	-2.3
> Clc1ccccc1CN(Cc1ccccc1)C(c1cccs1)c1nnnn1C1CCCC1 (centres undefined)
→ -6	99	-1	0	-8	9	-1.6	9	-1.7	-0.3	-1.3
> COc1ccc(NC(=O)CSc2nc(C(C)C)nc3c2c(=O)n(C)c(=O)n3C)c(OC)c1
→ -11	100	14	2	-2	17	-3.1	-2	3.9	-0.6	0.0
> COc1ccc(C(=O)NCC2CCCCC2)cc1S(=O)(=O)N1CCOCC1
→ 13	89	nt	-1	10	-7	1.4	3	1.2	2.6	0.1
> Cc1cc2cc(CNC(=S)Nc3ccc(OC(F)(F)F)cc3)ccc2[nH]1
→ 16	97	-23	-7	-1	-46	8.3	19	-0.2	4.3	0.5
> CCOC(=O)N1CCC(N2Cc3cccc(C(=O)Nc4cc(F)ccc4F)c3C2=O)CC1
→ 83	86	-8	3	-8	10	-1.7	-9	-0.5	1.2	-3.9
> COc1ccc(CN(C)C(=O)c2cc(S(=O)(=O)N3CCOCC3)ccc2N2CCCC2)cc1
→ 95	nt	nt	7	-11	8	-1.5	-18	1.5	2.8	1.4
> Cn1ncc([N+](=O)[O-])c1C(=O)Nc1ccccc1C(=O)O
→ -23	108	-17	4	5	16	-3.0	-12	3.0	0.2	-3.0
> Nc1ccc(Oc2ccccc2F)nc1
→ -1	106	-3	-1	-11	5	-1.1	2	0.1	1.4	2.3
> C[C@H](NC(=O)C1CCN(C(=O)[C@H](Cc2ccccc2)NC(=O)OC(C)(C)C)CC1)C(=O)O
→ 4	108	-11	-1	-1	14	-3.0	5	0.2	-0.2	0.8
> Cc1cc(=O)oc2cc(OC(C)C(=O)NCCCn3ccnc3)ccc12 (centres undefined)
→ -12	98	-13	-2	-3	8	-1.5	10	2.5	1.2	-1.4
> CN(Cc1ccccc1)C(=O)COC(=O)c1ccc(Br)o1
→ 2	119	4	2	4	2	-0.4	-10	-1.4	3.9	0.4

# Limited to AddAB inh, for 3 of the compounds above:
SMILES	AddAB inh
COc1ccc(CN(C)C(=O)c2cc(S(=O)(=O)N3CCOCC3)ccc2N2CCCC2)cc1	1.5
Cn1ncc([N+](=O)[O-])c1C(=O)Nc1ccccc1C(=O)O	3.0
Nc1ccc(Oc2ccccc2F)nc1	0.1

# Remaining list, next part:
# Fields: SUMO Mot1 rescue	DSG3 Ab inh	PfHsp90 yeast 2	HTR5A ag ctr	PKA-R1A act	OPRM1-OPRD1 inv	MOR-DOR ag	HTR5A inv ag	AddAB inh	phage Ecoli inh	Ecoli viability
> Cc1cccc(-n2c(-c3ccco3)n[nH]c2=S)c1
→ -8	93	9	-3	1	8	-1.8	-18	2.1	0.5	-0.3
> C=CCn1c(SCC(=O)Nc2ccc3c(c2)CCC3)nnc1-c1cccs1
→ 0	76	-2	-2	-3	-6	1.0	3	0.8	2.4	-1.9
> CC(C)Cc1ccc(C(C)C(=O)Nc2ccc(O)cc2)cc1 (centres undefined)
→ 63	85	11	2	7	-13	2.7	-1	2.9	3.5	-0.6
> Cc1ccc2c(c1)N(C(=O)CCC(=O)N1CCc3ccccc3C1)CCO2
→ -2	91	14	-2	6	5	-0.9	6	5.5	0.4	-0.9
> CC(C)Nc1nc(NC(C)C)nc(N(C)N)n1
→ 1	99	13	-6	-3	1	-0.3	3	-4.0	0.6	-6.1
